Anesthetic bind – qHTS Assay for Identification of Novel General Anesthetics; Ferritin light chain (Equus caballus), P02791; apoferritin/1-aminoanthracene competitive binding, fluorescence; Potency, µM (highest dose often 77.5 µM), for inactives: at the top dose activity change, negative = displacement, usual class: inhibitors; 350,000 compounds, 0.074% hits; AID 485281, 2010; also: potency is read from the fitted curve at half-maximal effect; % is scaled to controls: 0 for no effect and ±100 for the full control effect; nearly all actives have a fitted effect of over 20% in size
Target sequence (P02791 2-175 limits assumed): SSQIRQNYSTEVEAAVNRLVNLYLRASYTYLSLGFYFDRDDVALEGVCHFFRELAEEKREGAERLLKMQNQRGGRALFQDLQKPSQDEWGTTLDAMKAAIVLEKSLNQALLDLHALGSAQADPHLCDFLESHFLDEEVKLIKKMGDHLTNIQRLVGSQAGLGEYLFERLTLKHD
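Apoferritin-based anesthetic binding model; compound displacement of fluorescent 1-AMA measured as endpoint fluorescence after 10 minutes at room temperature, scaled to free-ligand and complex controls.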
Pol kappa inh – qHTS for Inhibitors of Polymerase Kappa | 400,000 compounds, 0.53% hits | Potency, µM (highest dose often 107 µM), for inactives: at the top dose activity, negative = inhibition, usual class: inhibitors | purified Pol kappa, fluorescent DNA synthesis assay, 10 min | DNA polymerase kappa (Homo sapiens), Q9UBT6 | AID 588579, 2011; also: potency is read from the fitted curve at half-maximal effect; % is scaled to controls: 0 for no effect and ±100 for the full control effect
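Inhibition of 10 nM Pol kappa is measured by a fluorescent read-out at 0 and 10 min following addition of 50 nM substrate (final), with a 15-min room-temperature compound preincubation.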
GRP78 ERSR act – qHTS for Inducers of the Endoplasmic Reticulum Stress Response (ERSR) in Human Glioma: qHTS. U87-MG GRP78 promoter luciferase reporter, 16 h. Potency, µM, inactives show at the top dose activation, actives largely listed as activators. 420,000 compounds, 0.02% hits; also: potency is read from the fitted curve at half-maximal effect; series mostly up to about 76 µM; % of control where 0% means no effect; nearly all actives have a fitted effect of over 35% in size
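ERSR induction read as luciferase luminescence (Bright-Glo, 10 min at room temperature) in stably transfected human U87-MG glioma cells exposed to compounds for 16 h, using GRP78 as sensor.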
APE1 inh – qHTS Assay for Inhibitors of the Human Apurinic/apyrimidinic Endonuclease 1 (APE1); recombinant APE1, TAMRA/BHQ-2 abasic DNA cleavage fluorescence; AID 2517, 2012; Potency, µM (doses to about 65.8 µM), without a hit: at the highest dose activity change, negative = inhibition, usual class: inhibitors; 350,000 compounds, 0.35% hits;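 also: potency is read from the fitted curve at half-maximal effect; plate controls were vehicle for no effect and reference inhibitor for full effect; nearly all actives have a fitted effect of over 55% in size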
Target sequence (P27695 whole entry, looked up): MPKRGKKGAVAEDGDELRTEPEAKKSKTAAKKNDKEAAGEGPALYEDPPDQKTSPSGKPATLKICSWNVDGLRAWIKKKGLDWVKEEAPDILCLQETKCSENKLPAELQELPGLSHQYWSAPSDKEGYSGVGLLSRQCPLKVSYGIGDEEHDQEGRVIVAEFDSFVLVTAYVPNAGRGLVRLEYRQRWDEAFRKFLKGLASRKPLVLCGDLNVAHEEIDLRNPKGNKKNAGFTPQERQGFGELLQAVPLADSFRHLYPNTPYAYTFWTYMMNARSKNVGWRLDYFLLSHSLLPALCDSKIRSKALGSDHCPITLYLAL
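APE1 at 0.75 nM final was preincubated with compound 15 min at room temperature, then 50 nM double-stranded THF abasic-site substrate (5'-TAMRA/3'-BHQ-2) was added. Fluorescence (ex 525/em 598 nm) was read kinetically; third-minus-first read gave activity.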
POLH inh – qHTS for Inhibitors of Polymerase Eta. recombinant Pol eta, fluorescent DNA replication assay. 390,000 compounds, 1.2% hits. Potency, µM (top dose mostly 114 µM), for inactives: at the highest dose activity change, negative = inhibition, most hits filed as inhibitors. AID 588591, 2011; also: potency is read from the fitted curve at half-maximal effect; % is scaled to controls: 0 for no effect and ±100 for the full control effect
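Fluorescent replication assay: 50 nM final substrate added after a 15 min room-temperature compound preincubation with 10 nM enzyme. Signal taken at 0 min and again at 10 min.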
Pol beta inh – qHTS Assay for Inhibitors of DNA Polymerase Beta; P06746; Pol beta primer extension/strand displacement, fluorescence kinetic; Potency, µM (series often up to 114 µM), without a hit: at the highest dose activity change, negative = inhibition, hits mostly inhibitors; 340,000 compounds, 1.3% hits; AID 485314, 2010; also: potency is read from the fitted curve at half-maximal effect; % is scaled to controls: 0 for no effect and ±100 for the full control effect
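Curves were derived by four-parameter Hill fits of normalized qHTS data. The kinetic fluorescent primer-extension read was taken at 0 and 10 min after 50 nM substrate, following a 15 min room-temperature preincubation of 10 nM enzyme with compounds.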
LDHA inh – qHTS assay for inhibitors of human lactate dehydrogenase. 480,000 compounds, 0.15% hits. purified LDHA, NADH/diaphorase-resazurin fluorescence; hits give low values. L-lactate dehydrogenase A chain (Homo sapiens), P00338. activity change, % (values are at about 110 or 230 µM). AID 1347041, 2019; in the data active = activity change below about -30%; inconclusive = mostly about -25% to -30%;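 also: plate controls were DMSO wells for no effect and wells without enzyme for full effect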
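Human LDH5 at 2 nM final in Tris HCl pH 7.4 with 0.06 mM NADH and 0.2 mM pyruvate, reacted 5 minutes at room temperature. Remaining NADH coupled via diaphorase/resazurin; resorufin fluorescence read at 0 and 20 minutes, normalized to enzyme-free and DMSO wells.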
POLI inh – qHTS for Inhibitors of Polymerase Iota; Pol iota fluorescent replication assay, 10 min; 390,000 compounds, 1% hits; Potency, µM (doses to about 115 µM), for the others: at the top dose activity, negative = inhibition, usual class: inhibitors; also: potency is read from the fitted curve at half-maximal effect
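Fluorescent replication assay read twice, at 0 min and 10 min after adding 50 nM (final) substrate. Enzyme (10 nM) and compounds were first incubated 15 min at room temperature; enzyme-free buffer wells were negative controls.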
BLM inh – qHTS Assay for Inhibitors of Bloom's syndrome helicase (BLM); recombinant BLM DNA unwinding, fluorescence dequenching; Potency, µM (doses to about 56.1 µM), inactives show top-dose activity change, negative = inhibition, hits mostly inhibitors; 350,000 compounds, 0.2% hits; AID 2528, 2010;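 also: potency is read from the fitted curve at half-maximal effect; plate controls were vehicle for no effect and no enzyme for full effect; nearly all actives have a fitted effect of over 35% in size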
* hit, by the source's call; [ ] = remark or other dose. Unless noted, calls follow the shape of the dose curve; as a rule, active = well fitted curve in the direction sought with a large enough effect; inconclusive = small, poorly fitted or top-dose-only effect, or another doubt; inactive = no such curve, though single readings can be large; an effect the other way counts as inactive or inconclusive. These rows are one share of the data (hit frequency here may not be typical).

How did COc1ccc(N(CC(=O)N2CCc3ccccc32)S(=O)(=O)c2c(C)nn(C)c2C)cc1 do in these assays?
Anesthetic bind: -15.2%; Pol kappa inh: -7.7%; GRP78 ERSR act: -3.5%; APE1 inh: -0.2%; POLH inh: -7.0%; Pol beta inh: 4.8%; LDHA inh: -6.5; POLI inh: 29.2%; BLM inh: -3.6%

Results for Cc1ccc(S(=O)(=O)Nc2nc(C)cc(NCCN)n2)cc1 ?
Anesthetic bind: -8.6%; Pol kappa inh: -12.8%[60.1 µM]; GRP78 ERSR act: -0.2%; APE1 inh: -0.1%; POLH inh: -1.9%; Pol beta inh: -18.8%; LDHA inh: -2.8; POLI inh: 7.8%; BLM inh: -1.4%

How did O=C(NC(N1CCOCC1)C(Cl)(Cl)Cl)c1ccc(F)cc1 (stereo unspecified) do in these assays?
Anesthetic bind: -16.7%; Pol kappa inh: -1.3%; GRP78 ERSR act: 1.1%; APE1 inh: 7.5%; POLH inh: -20.2%; Pol beta inh: -8.0%; LDHA inh: -9.9; POLI inh: 91.0%[activator]; BLM inh: -1.3%

How did C=C1c2ccccc2O[C@H](C(=O)OCC)[C@@H]1CC(C)(C)c1ccccc1 do in these assays?
Anesthetic bind: -12.7%[110 µM]; Pol kappa inh: -4.8%; GRP78 ERSR act: -3.2%; APE1 inh: inconclusive; BLM inh: -8.6%[75.6 µM]

What do the screens show for `Cc1cc(C)c(C(=O)C(C)OC(=O)c2ccccn2)cc1C` (stereo unspecified)?
Anesthetic bind: -9.0%; Pol kappa inh: -12.3%; GRP78 ERSR act: -2.7%; APE1 inh: 43.1%; POLH inh: -10.5%; Pol beta inh: 1.1%; LDHA inh: -2.2; POLI inh: 65.6%[activator]; BLM inh: -7.7%

What do the screens show for `O=C(NCCSCc1ccco1)Nc1ccccc1`?
Anesthetic bind: -14.0%; Pol kappa inh: -8.4%; GRP78 ERSR act: 4.4%; APE1 inh: inconclusive; POLH inh: -13.9%; Pol beta inh: -0.4%; LDHA inh: -0.1; POLI inh: -9.8%; BLM inh: 0.9%

Results for COc1ccccc1C(=O)NCC(=O)n1nc(C)cc1C ?
Anesthetic bind: -10.3%; Pol kappa inh: -5.4%; GRP78 ERSR act: 0.2%; APE1 inh: 3.5%; POLH inh: 6.3%; Pol beta inh: 9.1%; LDHA inh: -9.5; POLI inh: -5.0%; BLM inh: 0.7%

What do the screens show for `c1ccc(-n2cnc3ccccc32)cc1`?
Anesthetic bind: -8.8%; Pol kappa inh: 2.1%; GRP78 ERSR act: 0.3%; APE1 inh: -2.8%; POLH inh: -16.3%; Pol beta inh: -11.7%; LDHA inh: -4.4; POLI inh: 15.5%; BLM inh: -1.3%

Results for CCOc1cc(/C=N/n2cnnc2)ccc1O ?
Anesthetic bind: -11.1%; Pol kappa inh: -13.9%[60.1 µM]; GRP78 ERSR act: 1.4%; APE1 inh: 17.7%; POLH inh: -1.0%; Pol beta inh: 10.2%; LDHA inh: 1.1; POLI inh: -5.4%; BLM inh: -9.1%

How did COc1cccc(C(=O)c2c[nH]c(C(=O)NCCCN3CCOCC3)c2)c1 do in these assays?
Anesthetic bind: 6.3%; Pol kappa inh: 10.0%; GRP78 ERSR act: 0.2%; APE1 inh: 2.5%; POLH inh: -13.0%; Pol beta inh: -10.2%; LDHA inh: -1.6; POLI inh: 32.6%[activator]; BLM inh: -2.9%

What do the screens show for `CCc1nc2c(c(=O)[nH]1)C(CC)(CC)Cc1ccccc1-2`?
Anesthetic bind: 24.0%; Pol kappa inh: -7.5%; GRP78 ERSR act: -3.8%; APE1 inh: 30.2%; POLH inh: 1.7%; Pol beta inh: 6.5%; LDHA inh: -3.0; POLI inh: 162.1%[activator]; BLM inh: -1.4%

Results for O=C(CSc1ncnc2c1oc1ccccc12)N1CCN(c2ccccc2)CC1 ?
Pol kappa inh: -4.2%; GRP78 ERSR act: -0.3%; POLH inh: -8.6%; LDHA inh: 0.0; POLI inh: 29.4%

How did CCCN(CC(=O)Nc1ccccc1OC)C(=O)c1cc2ccccc2o1 do in these assays?
Anesthetic bind: -16.3%; Pol kappa inh: -11.7%; GRP78 ERSR act: -2.0%; APE1 inh: -7.3%; POLH inh: -14.1%; Pol beta inh: -6.8%; LDHA inh: -6.6; POLI inh: 123.8%[activator]; BLM inh: -0.2%

How did N#Cc1ccc(OCC(=O)OCC(=O)c2ccc[nH]2)cc1 do in these assays?
Pol kappa inh: -15.1%; GRP78 ERSR act: -2.3%; APE1 inh: 33.6%; POLH inh: 0.8%; LDHA inh: -4.8; POLI inh: 35.1%[activator]

Results for COc1ccc(NC(=O)c2cccc(C(=O)Nc3ccc(OC)cc3)n2)cc1 ?
Anesthetic bind: -7.0%; APE1 inh: 3.8%; Pol beta inh: 8.7%; BLM inh: -3.3%

What do the screens show for `COc1ccccc1-n1c(C)nc2cc(C(=O)O)ccc21`?
Anesthetic bind: -10.1%; Pol kappa inh: -8.8%; GRP78 ERSR act: -2.6%; APE1 inh: -1.6%; POLH inh: -5.8%; Pol beta inh: -0.6%; LDHA inh: 1.4; POLI inh: -15.2%; BLM inh: -1.9%

How did CCCCOc1ccc(C(=O)NCC(=O)NCCOc2ccccc2)cc1 do in these assays?
Pol kappa inh: -8.2%; GRP78 ERSR act: 0.2%; APE1 inh: 13.8%; POLH inh: -11.2%; LDHA inh: -11.3; POLI inh: 14.9%

Results for COCCNC(=O)C(=O)N/N=C(\C)CC(=O)Nc1cccc(C(F)(F)F)c1 ?
Anesthetic bind: -13.7%; Pol kappa inh: 0.0%; GRP78 ERSR act: -6.0%; APE1 inh: -1.3%; POLH inh: -21.6%; Pol beta inh: 16.7%; LDHA inh: -2.8; POLI inh: 74.8%[activator]; BLM inh: -5.0%

How did Nc1ccc2c(c1)C(=O)N(c1ccc3ccccc3c1)C2=O do in these assays?
Pol kappa inh: -12.8%; GRP78 ERSR act: 5.2%; LDHA inh: -3.1; POLI inh: -3.3%

What do the screens show for `OCCN=C(c1ccccc1)C12CN3CN(CN(C3)C1)C2`?
Anesthetic bind: -5.0%; Pol kappa inh: -11.9%; GRP78 ERSR act: -3.8%; APE1 inh: 21.6%; POLH inh: -20.7%; Pol beta inh: 9.6%; LDHA inh: -1.7; POLI inh: 10.7%; BLM inh: -3.2%

Results for CCc1noc(C)c1C(=O)N1CCSC1=Nc1cccc(Cl)c1C ?
Anesthetic bind: 0.7%; Pol kappa inh: 0.9%; GRP78 ERSR act: -5.1%; APE1 inh: 20.4%; POLH inh: -14.2%; Pol beta inh: -23.3%; LDHA inh: -3.4; POLI inh: 81.6%[activator]; BLM inh: -9.1%

How did Cc1ccc(C)c(NCC(=O)c2ccc(Cl)cc2)c1 do in these assays?
Anesthetic bind: -19.0%; Pol kappa inh: -6.7%; GRP78 ERSR act: -0.3%; APE1 inh: 13.2%; POLH inh: -8.2%; Pol beta inh: 1.1%; LDHA inh: -0.1; POLI inh: -15.4%; BLM inh: -5.7%

What do the screens show for `O=C(NNS(=O)(=O)c1ccccc1)C1CCN(S(=O)(=O)c2ccccc2)CC1`?
Anesthetic bind: -4.7%; Pol kappa inh: -0.6%; GRP78 ERSR act: 2.9%; APE1 inh: 10.2%; POLH inh: -8.4%; Pol beta inh: 10.1%; LDHA inh: -2.8; POLI inh: 3.8%; BLM inh: -2.9%

Results for CC(/C=N/Nc1ncc(C)c(=O)[nH]1)=C\c1ccccc1 ?
Anesthetic bind: -17.0%; Pol kappa inh: -9.7%; GRP78 ERSR act: 4.3%; APE1 inh: -1.0%; POLH inh: -0.1%; Pol beta inh: -15.0%; LDHA inh: -4.5; POLI inh: inconclusive; BLM inh: -0.6%

What do the screens show for `O=C(COc1ccc([N+](=O)[O-])cc1)NC(=O)NC1CCS(=O)(=O)C1` (stereo unspecified)?
Pol kappa inh: -8.7%; GRP78 ERSR act: -1.1%; APE1 inh: 12.0%; POLH inh: -16.4%; LDHA inh: -1.7; POLI inh: 0.1%

What do the screens show for `O=C(NCCc1ccc(Cl)cc1)c1cnc2sc(N3CCCC3)nn2c1=O`?
Anesthetic bind: 2.1%; Pol kappa inh: 3.7%; GRP78 ERSR act: -3.3%; POLH inh: 6.9%; Pol beta inh: 23.3%; LDHA inh: -3.2; POLI inh: 1.3%; BLM inh: -0.2%

How did COc1ccccc1N1CCN(Cc2cc(COC(C)C)c3cccnc3c2O)CC1 do in these assays?
Anesthetic bind: inconclusive; Pol kappa inh: 4.6%; GRP78 ERSR act: -3.5%; POLH inh: -17.1%; Pol beta inh: 43.0%; LDHA inh: 23.4; POLI inh: -14.2%; BLM inh: 3.8%

What do the screens show for `CCOC(=O)c1cccc(NC(=O)C2CCN(c3ncnc4c3nc3n4CCCCC3)CC2)c1`?
Anesthetic bind: 9.2%; Pol kappa inh: -17.5%; GRP78 ERSR act: 1.2%; APE1 inh: -17.8%; POLH inh: -9.3%; Pol beta inh: 7.7%; LDHA inh: -9.7; POLI inh: 0.7%; BLM inh: -8.5%

How did CCOC(=O)C(C)n1cnc2c(nnn2Cc2ccc(Cl)cc2)c1=O (stereo unspecified) do in these assays?
Anesthetic bind: inconclusive; Pol kappa inh: -6.1%; GRP78 ERSR act: -0.2%; APE1 inh: 0.4%; POLH inh: -8.5%; Pol beta inh: inconclusive; LDHA inh: -1.4; POLI inh: 6.5%; BLM inh: -3.8%

Results for CN(/C=C/C(=C/C=[N+](C)c1ccccc1)OCCCS(=O)(=O)[O-])c1ccccc1 ?
Anesthetic bind: -12.3%; Pol kappa inh: inconclusive; GRP78 ERSR act: -1.6%; APE1 inh: inconclusive; POLH inh: inconclusive; Pol beta inh: 28.2µM*; LDHA inh: 7.7; POLI inh: inconclusive; BLM inh: -21.5%

Compound activity from PubChem.
